iPSC survival up = enhancers of single-cell hiPSC survival, primary screen, ATPlite luminescence | AID 602274, 2012 | survival enhancement, % at 20 µM | 100% = ROCK inhibitor wells, 0% = DMSO | 0.044% of 360,000 active; in the data active means survival enhancement above about 18%;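 further: cells exposed to compounds for 16 hours before the ATP read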
Shn3 3UTR inh = reduction of Shn3 3'UTR firefly luciferase signal, primary screen, Schnurri-3 inhibitor project, cell-based, Clone20 osteoblasts, set 2; Clone20 osteoblast Shn3 3'UTR firefly luciferase, 24 h; inhibition, % at 12.5 µM; 0.52% of 360,000 active; AID 588674, 2011;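 active means mean inhibition of at least 75% with every replicate also reaching 75%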;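 further: 0% = median of neutral control wells and 100% = pilot-screen positive control compound; some compounds past the cut are filed as inactive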
NR2E3 ag-1 = inhibitors of NR2E3-RetCOR corepressor binding, primary screen, NR2E3 agonist project, biochemical, TR-FRET, GST-NR2E3, biotin-RetCOR. 1536-well. inhibition of corepressor binding, % at 4.78 µM. AID 2300, 2010. Photoreceptor-specific nuclear receptor (Homo sapiens), Q9Y5X4. 0.12% of 320,000 active;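 active means percent inhibition above the cutoff of mean plus 3 SD of all tested compounds, set per screening campaign, cut at about 20% in these data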;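 further: 0% = DMSO wells and 100% = biotin wells as full block of FRET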
Target sequence (Q9Y5X4 whole entry, looked up): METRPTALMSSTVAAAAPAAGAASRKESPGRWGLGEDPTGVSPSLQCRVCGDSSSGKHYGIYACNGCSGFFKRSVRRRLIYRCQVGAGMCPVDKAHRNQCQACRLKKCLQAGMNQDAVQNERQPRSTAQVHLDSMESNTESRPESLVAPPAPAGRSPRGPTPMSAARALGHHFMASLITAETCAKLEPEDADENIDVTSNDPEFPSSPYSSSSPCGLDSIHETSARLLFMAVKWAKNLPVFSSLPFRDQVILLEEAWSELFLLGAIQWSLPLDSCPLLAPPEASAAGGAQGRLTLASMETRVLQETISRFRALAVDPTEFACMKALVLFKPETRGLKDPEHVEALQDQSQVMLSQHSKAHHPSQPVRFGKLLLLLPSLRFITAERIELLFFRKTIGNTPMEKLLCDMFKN
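Material – GST-tagged NR2E3 plus biotinylated RetCOR corepressor · Quantity – NR2E3 fusion 1.35 nM · Times – 5 h incubation at 4 °C · Medium – pH 7.5 Tris-based buffer · Technique – TR-FRET, Eu(K)-anti-GST donor, streptavidin-D2 acceptor, ex 340, em 617/671 nm · Benchmarks – high control biotin, low control 0.6% DMSO · Format – 1536-well plates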
PDI turbidity = inhibitors of human PDI, primary screen, biochemical, turbidity, single point, plate reader; Protein disulfide-isomerase (Homo sapiens), P07237; PDI insulin aggregation turbidity, A650, 90 min; inhibition, % at 10 µM; 0.052% of 350,000 active;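 active means mean inhibition across replicates of 30% or more, whatever share of single replicates reach that level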;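 further: absorbance from insulin aggregation driven by PDI reduction with DTT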
HIF-2a block = HIF-2a reporter inhibitors, primary screen, luminescence, 786-0 RCC cells; inhibition, % at 18.8 µM; 0.72% of 360,000 active; AID 624352, 2012; 786-0 RCC cells HIF-2a reporter, luciferase luminescence, overnight;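 active means inhibition of the luminescence signal of 40% or more relative to plate controls, in a single-dose primary screen at 18.75 µM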
NR2E3 ag-2 = NR2E3 agonists in two-hybrid cells, primary screen, cell-based, luminescence, CHO-S, Gal4-NCOR/VP16-NR2E3. luciferase. inhibition of corepressor binding, % at 3.98 µM. 0.35% of 360,000 active. AID 602229, 2012;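 active means inhibition above the mean of all tested compounds plus 3 SD, cut at about 70% in these data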;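 further: 0% = DMSO with NR2E3 transfected cells and 100% = cells lacking NR2E3 construct; higher means lower luciferase signal from less NR2E3 corepressor binding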
TRPM1 prom inh = inhibitors of MITF-dependent TRPM1 promoter reporter, primary screen, cell-based, SK-MEL-5, single point, luciferase; inhibition, % at 12.5 µM; SK-MEL-5 TRPM1 promoter luciferase, 24 h; 0.83% of 330,000 active;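 active means mean inhibition across replicates of 60% or more, whatever share of single replicates reaches that level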; further: values of inactives mirror those of a sister screen read the other way
Peg3 prom inh = Peg3 promoter-driven luciferase inhibitors, primary screen, cell-based, HeLa, luciferase luminescence. inhibition, % at 20 µM. HeLa PEG-Prom luciferase reporter, overnight. AID 588405, 2011. 1.7% of 360,000 active;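 active means inhibition of at least 50% at 20 µM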
H9c2 protect = cardioprotection against H2O2-induced cell death, primary screen, uHTS, H9c2 cells, ATPLite luminescence; H9c2 cardiomyocytes, H2O2 injury protection, 2 h; protection from H2O2 cell death, % at 20 µM; 0.63% of 360,000 active; AID 588492, 2011;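 active means compounds giving at least 50% protection of heart cells from peroxide-induced death in the single-dose screen, raw or plate-pattern-corrected value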;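 further: 0% = DMSO wells with peroxide and 100% = DMSO wells without peroxide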
m5-HT2A agonist = mouse Htr2a agonists via beta-arrestin recruitment, primary screen, cell-based, luminescence. 5-hydroxytryptamine receptor 2A (Mus musculus), P35363. CHO-K1 mHTR2A beta-arrestin complementation; percent of 30 µM serotonin response. activation, % at 7.6 µM. 0.66% of 360,000 active. AID 624169, 2012;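 active means activation above a run cutoff, the mean activation of all tested compounds plus 3 SD, cut at about 14% in these data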;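 further: 0% = plate median of compound wells and 100% = 30 µM serotonin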
Target sequence (P35363 whole entry, looked up): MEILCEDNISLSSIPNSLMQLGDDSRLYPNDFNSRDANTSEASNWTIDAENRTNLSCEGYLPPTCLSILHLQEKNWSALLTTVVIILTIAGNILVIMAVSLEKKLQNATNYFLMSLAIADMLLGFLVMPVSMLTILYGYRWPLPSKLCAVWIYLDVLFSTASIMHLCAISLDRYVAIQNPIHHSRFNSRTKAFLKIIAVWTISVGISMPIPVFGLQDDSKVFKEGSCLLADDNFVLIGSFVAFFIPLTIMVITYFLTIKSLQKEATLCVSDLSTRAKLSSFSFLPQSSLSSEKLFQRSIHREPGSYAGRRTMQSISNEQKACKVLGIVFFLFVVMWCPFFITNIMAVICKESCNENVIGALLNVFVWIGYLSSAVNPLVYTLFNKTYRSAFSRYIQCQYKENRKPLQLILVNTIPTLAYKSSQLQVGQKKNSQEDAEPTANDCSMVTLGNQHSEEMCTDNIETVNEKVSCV
CaV13 ICDI inh = Primary screen for inhibitors of IQ motif and Ca2+-dependent inactivation inhibitor domain binding in CACNA1D, Förster resonance energy transfer in living cells, …; inhibition, % at 12.3 µM; 0.098% of 340,000 active; HEK cells, CFP/YFP FRET ICDI-IQ, plate reader, 10 min; percent FRET-ratio fall versus neutral wells;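 active means mean replicate inhibition of at least 30% and at least 1% of replicates passing that level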;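 further: 0% = median of the neutral control wells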
Numbers without * were called inactive; . = not tested or not shown.

SMILES	iPSC survival up	Shn3 3UTR inh	NR2E3 ag-1	PDI turbidity	HIF-2a block	NR2E3 ag-2	TRPM1 prom inh	Peg3 prom inh	H9c2 protect	m5-HT2A agonist	CaV13 ICDI inh
Cc1ccc(C2=NN(C(=O)CSc3nccn3C)C(c3ccco3)C2)cc1 (stereo not drawn)	0.9	9	3	10	16	-40	26	25	20	10	-8
c1ccc(OCCOCCN2CCc3ccccc3C2)cc1	1.1	-15	4	2	6	-2	15	13	1	-8	0
Cc1cc(=O)oc2c(C)c(OC(C)C(=O)NCCCN3CCCC3=O)ccc12 (stereo not drawn)	-0.2	-7	1	-2	9	2	-13	-4	2	5	-2
COc1ccc(C(=O)CSc2nn3c(=O)c(C(C)(C)C)nnc3s2)cc1	-2.2	-28	2	-10	-20	-20	2	13	-2	3	.
Cc1c2ccccc2nc2ccccc12	-0.3	5	0	-1	-6	-10	1	-3	4	-3	-4
Cc1ccc(-n2c(C)c3c(C)nnc(C)c3c2C)cc1N	1.0	4	-2	0	17	-26	-2	3	6	2	-3
O=C(CSc1nc(=O)n2cc(Cl)ccc2n1)Nc1ccc2c(c1)OCCO2	-0.3	-1	-4	1	-49	-21	-20	-17	2	4	-5
COc1ccc(C(=O)Nc2ccccc2C(=O)NCCN2CCOCC2)cc1OC	-0.5	4	2	8	10	-4	4	7	-3	-4	-5
O=C(CN1CCN(Cc2ccccc2)CC1)Nc1cccc(C(F)(F)F)c1	0.0	-28	1	12	20	3	-5	8	-2	3	-6
O=C(COC(=O)c1ccc(Cl)nc1)Nc1ccc(S(=O)(=O)N2CCCC2)cc1	3.5	-6	1	1	5	-8	-9	0	-10	-1	-4
N#Cc1ccc(-c2csc(NC(=O)/C=C/c3cccs3)n2)cc1	-0.6	39	-3	-3	-7	8	6	-6	6	0	-5
CCCCOc1ccc(C(=O)N/C(=C\c2cccc([N+](=O)[O-])c2)C(=O)OCCC)cc1	-0.1	-6	-1	-3	-92	-53	5	5	-12	-3	0
O=C(CNC(=O)c1ccccc1)OCC(=O)c1ccc(Cl)s1	1.1	4	6	-2	4	-13	4	-2	19	-4	-2
CCOc1ccc(C(C)=O)cc1COC(=O)CN1C(=O)NC2(CCCC2)C1=O	-0.5	15	0	-1	24	8	0	7	-2	-5	-7
CN(CCN1CCc2ccccc2C1)Cc1nc(Cc2ccccc2F)no1	-0.1	11	.	8	14	17	8	8	5	-6	-6
CCOC(=O)c1c(C)c(C(=O)NCc2ccc3c(c2)OCO3)c(C)n1CC	2.4	-3	2	-8	-7	-7	16	14	3	3	-18
O=C(CC1CCCCC1)NC1CCCC1	-0.8	7	2	-2	-31	1	-13	-14	-3	4	-8
O=c1nc2s/c(=C\c3ccco3)c(=O)n2nc1Cc1ccc(F)cc1	3.3	-5	-1	0	14	-29	2	0	-3	-1	.
COC(=O)c1ccc(N2CCN(C)CC2)c(NC(=O)c2cccs2)c1	-0.3	6	5	-9	21	-19	6	-1	-1	-5	-4
CC1CC(C)CN(CCC(=O)Nc2ccc(Br)cc2)C1 (stereo not drawn)	-0.9	8	3	-1	2	-2	2	-5	1	-3	8
CCOc1ccc(/C(O)=C2\C(=O)C(=O)N(CCN(C)C)C2c2cc(OC)ccc2OC)cc1Cl (stereo not drawn)	2.4	-8	.	4	11	-9	1	4	8	5	.
CCCCOc1ccccc1C(=O)NCCCC(=O)O	-0.9	-74	-1	0	6	-3	9	4	-1	5	.
CC1CCCN(C(=O)CN(C)S(=O)(=O)c2cccc3nsnc23)C1 (stereo not drawn)	-0.1	-3	-1	2	9	27	-11	-8	-1	3	-3
CN(C)C(CNC(=O)CCNC(=O)c1ccc(Br)cc1)c1ccco1 (stereo not drawn)	-0.5	6	3	-1	9	8	12	8	9	9	-6
O=C(NCC(c1ccco1)N1CCc2ccccc2C1)c1ccc(F)cc1 (stereo not drawn)	-0.6	0	-1	0	12	-1	4	5	0	-13	-7

Part of the list above with just Shn3 3UTR inh, TRPM1 prom inh and PDI turbidity:
Compound | Shn3 3UTR inh | TRPM1 prom inh | PDI turbidity
O=C(CSc1nc(=O)n2cc(Cl)ccc2n1)Nc1ccc2c(c1)OCCO2 | -1 | -20 | 1
COc1ccc(C(=O)Nc2ccccc2C(=O)NCCN2CCOCC2)cc1OC | 4 | 4 | 8
O=C(CN1CCN(Cc2ccccc2)CC1)Nc1cccc(C(F)(F)F)c1 | -28 | -5 | 12

Next part:
SMILES	iPSC survival up	Shn3 3UTR inh	NR2E3 ag-1	PDI turbidity	HIF-2a block	NR2E3 ag-2	TRPM1 prom inh	Peg3 prom inh	H9c2 protect	m5-HT2A agonist	CaV13 ICDI inh
Cc1ccccc1N(Cc1ccccc1F)S(C)(=O)=O	6.0	4	1	0	14	-1	5	19	0	1	-3
CCOC(=O)c1cccc(NC(=O)C2(S(=O)(=O)c3ccc(Cl)cc3)CC2)c1	-0.9	-2	5	9	12	23	-2	8	-3	-5	-5
CCC(CC)C(=O)N1CC(=O)Nc2ccc(C)cc2C1c1ccccc1 (stereo not drawn)	2.1	-13	1	6	12	-6	-6	24	0	0	-5
O=C(Nc1cc(C(=O)N2CCN(c3ccccc3)CC2)ccc1Cl)c1cccs1	0.7	2	.	-5	8	19	12	24	4	-1	-4
CCCCC(C(=O)N/N=C/c1ccccn1)C(=O)N/N=C/c1ccccn1	0.1	1	0	1	17	-4	8	5	3	-4	-4
CCCC(=O)N1CCCC(c2cc(C(=O)Nc3ccccc3)no2)C1 (stereo not drawn)	-4.4	32	.	-5	43*	35	.	54*	-21	2	-5
CC[N+]1=CN(c2ccccc2)C(C)=CC1(C)C	0.2	55	0	-2	12	0	-3	-2	-4	2	-5
O=S(=O)(c1ccc(Br)cc1)n1c(Cc2ccccc2)nc2ccccc21	-0.6	4	0	4	-7	-18	-1	-7	-7	2	-4
Cn1nc(C(F)(F)F)c2cc(C(=O)Nc3ccc(F)cc3F)sc21	6.0	-2	-3	0	-4	-31	3	-5	6	-2	-5
Cc1csc2nc(CCNS(=O)(=O)c3cccs3)cn12	-0.3	-34	5	.	-185	-80	-39	-129	5	1	-3
CCc1ncc(CN2CCCC(C(=O)Nc3cccc(-c4cccc(C)c4)c3)C2)cn1 (stereo not drawn)	-0.4	19	0	-4	29	7	15	32	0	-11	-3
COc1ccc(S(=O)(=O)N2CCC(C(=O)NC3CC3)CC2)cc1Cl	3.8	-3	1	3	6	-1	-2	5	1	4	-5
O=C(CCN1CCCO1)N1CCCC(Nc2cccc(F)c2)C1 (stereo not drawn)	1.9	6	.	-6	8	-2	.	-13	2	4	-5
COc1ccc(CCNC(=O)c2ccccc2C(=O)NCCc2ccc(OC)c(OC)c2)cc1OC	0.3	-23	2	1	-29	-15	.	-16	4	2	-4
Cc1cc(NC(=O)c2cnn3c(C(F)(F)F)cc(-c4ccc(Br)cc4)nc23)no1	4.5	40	2	-6	-10	1	-1	15	32	0	-5
O=C(OCC(=O)N1CCOCC1)c1ccccc1OCc1ccccc1	-0.9	3	-136	-6	-4	-9	-17	-23	-10	-7	-5
O=C(Cn1cccn1)N1CCCC(Nc2ccc(F)c(F)c2)C1 (stereo not drawn)	-0.4	13	4	-7	13	-26	2	5	4	3	-3
O=C(Cn1nc(-c2ccc(Cl)cc2)ccc1=O)NCc1ccc2c(c1)OCO2	0.2	-4	4	4	-15	12	6	-11	2	-4	-5
CC(C)=CCC/C(C)=C/CNC(=O)C[C@H]1C[C@H](C(=O)N2CCOCC2)[C@@]2(CCC3CCCC3)c3[nH]c4cc(CCC(=O)N(C)C)ccc4c3CCN2C1=O	-2.3	53	.	3	80*	9	15	49	-16	-4	-4
Cc1c(CCC(=O)NC2CC2)c(=O)oc2cc(O)ccc12	3.7	0	1	.	0	-22	5	5	5	-2	.
Cc1ccccc1-n1nnnc1SCc1cc(=O)n2ccsc2n1	-0.8	.	1	6	-3	-32	4	-2	0	3	-17
COc1ccccc1CNC(=O)C(CC(C)C)NC(=O)C1CCC(C)CC1 (stereo not drawn)	-4.1	3	-1	2	4	-6	5	-2	-5	9	-5
O=C(Nc1cccc(C(=O)O)c1)/C(=C\c1ccc(F)cc1)NC(=O)c1ccco1	0.4	-18	1	-6	-1	-39	-11	-15	-3	1	-4
O=C(Cn1cnc2ccccc21)Nc1ccc(F)c(F)c1	-0.8	3	4	6	9	-6	-2	5	-2	-4	-2
O=C(NC1CCCC1)C(c1ccncc1)N(CCCN1CCOCC1)C(=O)c1ccc(-c2ccccc2)[nH]1 (stereo not drawn)	-0.7	-1	-1	14	-16	-22	5	-15	3	-7	0

The list continues.
SMILES	iPSC survival up	Shn3 3UTR inh	NR2E3 ag-1	PDI turbidity	HIF-2a block	NR2E3 ag-2	TRPM1 prom inh	Peg3 prom inh	H9c2 protect	m5-HT2A agonist	CaV13 ICDI inh
Cc1cc(C(=O)OCC(=O)N2CCC(C)CC2)c2ccccc2n1	1.4	2	.	-6	-12	14	-12	-20	-8	0	-2
CCN(CC)C(=O)CSc1nnc(-c2ccco2)o1	0.2	-21	3	1	-89	-20	-45	-84	8	4	-4
Cc1cc(NC(=O)c2ccccc2-c2ccccc2C(=O)O)no1	18	16	-3	3	7	-20	6	-2	2	1	-5
CCOC(=O)c1c(C)n(CC)c2ccc(OC(=O)c3ccc([N+](=O)[O-])cc3)cc12	-0.7	-8	-1	15	8	8	-6	-7	-4	5	-3
Cc1ccc(C2(c3ccc(C)cc3)NC(=O)N(CC(N)=O)C2=O)cc1	0.6	12	4	-2	16	-27	-18	13	3	4	-7
CN(C)C(=O)c1ccc(-c2cc(C(F)(F)F)n(C)n2)s1	-0.2	14	1	5	-19	-24	-9	-5	-4	2	-4
O=C(NCc1ccc(C(=O)O)cc1)OCc1ccccc1	-0.2	-12	10	-3	1	-4	-9	6	-4	2	-4
Cc1nonc1-c1ccc2c(c1)OCO2	0.0	-24	2	-3	10	-12	4	9	-4	3	-5
Nc1ncnc2c1nc(Sc1ccc(Cl)cc1)n2[C@@H]1O[C@@H]2COP(=O)(O)O[C@H]2[C@H]1O	0.1	-31	1	-6	-5	-33	-9	7	7	-2	-6
Cc1[nH]n(C(N)=S)c(=O)c1N=Nc1cc(C(F)(F)F)ccc1Cl	0.1	-2	-2	-6	-30	3	-1	21	-17	-4	-5
Cc1cc(C(=O)N2CCN(c3ccc([N+](=O)[O-])cc3)CC2)co1	0.3	6	0	-4	10	-19	9	-1	-12	0	-5

Assay outcomes (PubChem BioAssay)
